Screening results from PubChem BioAssay.
tim10-1 inh – inhibits growth of tim10-1 mutant yeast. inhibition, % at 20 µM. hit rate 2.2% among 330,000. S. cerevisiae tim10-1 ts strain growth, BacTiter-Glo, 24 h. AID 463190;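 active means inhibition of at least 40%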;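 further: mutant grown at 25 °C; 0% = DMSO wells with yeast and 100% = wells holding no yeast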
tim23-1 inh – growth inhibitors of tim23-1 mutant yeast. S. cerevisiae tim23-1 growth, BacTiter-Glo luminescence, 24 h. inhibition, % at 20 µM. hit rate 1.3% among 330,000. AID 463212;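 active means growth inhibition of the mutant yeast at or above 50%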;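 further: temperature-sensitive mutant grown at 25 °C; plate controls were DMSO-treated mutant yeast for no effect and medium wells lacking yeast for full effect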
697 NFkB inh – lowers PMA/ionomycin-induced NF-kB signal in 697 B cells | inhibition, % at 4 µM | hit rate 0.33% among 330,000 | AID 435022 | 697 B-cell NF-kB luciferase reporter, 16 h; in the data active means inhibition above about 35%
UPR CHOP act – activators of apoptotic arm of unfolded protein response (CHOP). hit rate 0.34% among 330,000. activation, % at 10 µM. CHO-CHOP luciferase reporter, UPR activation, luminescence; percent of tunicamycin response over DMSO baseline. AID 449763;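 active means at 10 µM dose, activation of 40% or more, normalized to positive control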;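 further: 100% = tunicamycin at 10 µg/mL and 0% = DMSO alone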
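Test system: CHO CHOP reporter cells. Input: 500 CHO-CHOP cells per well. Medium: F12 with 10% FBS. Technique: luciferase luminescence. Measure: percent activation relative to tunicamycin control. Dosing: 10 µM compound, 0.5% DMSO. Timing: 16-18 h cell attachment, then 6 h compound exposure, 37 °C.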
TIM10 inh – TIM10 yeast growth inhibition. inhibition, % at 10 µM. S. cerevisiae TIM10 strain growth, BacTiter-Glo luminescence, 24 h. AID 463195. hit rate 1.4% among 330,000;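 active means inhibition of 40% or more at the single tested concentration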;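 further: wild-type TIM10 isogenic control strain grown at permissive 25 °C; 0% = DMSO yeast wells and 100% = minimal medium wells without yeast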
XBP1 UPR activ – adaptive UPR (XBP1) activation | CHO-XBP1 luciferase reporter, IRE1-XBP1 UPR activation, luminescence; percent of tunicamycin response, DMSO as zero | hit rate 0.33% among 330,000 | activation, % at 20 µM;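 active means versus positive control, 20 µM dose yields 30% or more activation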;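 further: 100% = tunicamycin at 10 µg/mL and 0% = DMSO only wells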
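Material: CHO cell line with stable XBP1 luciferase reporter; schedule: 16-18 h cell attachment at 37 °C, then 6 h compound exposure; signal: glow luminescence from Steady-Glo reagent; medium: serum-containing F12 medium, 10% FBS; benchmarks: tunicamycin 10 µg/mL and vehicle-only wells; read-out: percent activation relative to tunicamycin reference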
Jurkat NFkB inh – inhibitors of the PMA/ionomycin-induced NF-kB reporter in Jurkat cells; inhibition, % at 4 µM; AID 435003; PMA/ionomycin-induced NF-kB luciferase reporter, luminescence; hit rate 0.53% among 330,000; in the data active means inhibition above about 50%
Mdm2-MdmX inh – human Mdm2/MdmX binding inhibition | SaOS-2 split-luciferase Mdm2/MdmX complementation, luminescence | hit rate 3% among 330,000 | AID 485346 | inhibition, % at 8 µM | O15151+Q00987;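 active means inhibition of at least 50% at 8 µM in the primary screen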
Target sequence (O15151 whole entry, looked up): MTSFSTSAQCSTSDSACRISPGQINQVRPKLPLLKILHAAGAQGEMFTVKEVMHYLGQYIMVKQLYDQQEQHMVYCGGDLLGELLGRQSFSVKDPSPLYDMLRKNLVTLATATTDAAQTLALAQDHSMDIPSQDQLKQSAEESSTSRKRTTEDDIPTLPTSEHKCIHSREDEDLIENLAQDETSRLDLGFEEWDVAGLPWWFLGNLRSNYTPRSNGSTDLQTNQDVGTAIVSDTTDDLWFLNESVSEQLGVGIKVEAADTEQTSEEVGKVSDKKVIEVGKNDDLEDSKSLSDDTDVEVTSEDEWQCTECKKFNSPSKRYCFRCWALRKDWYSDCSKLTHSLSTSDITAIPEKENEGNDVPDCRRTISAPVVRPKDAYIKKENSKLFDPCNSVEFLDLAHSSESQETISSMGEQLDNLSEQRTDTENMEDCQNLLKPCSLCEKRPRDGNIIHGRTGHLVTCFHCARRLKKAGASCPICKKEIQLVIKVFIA
Target sequence (Q00987 whole entry, looked up): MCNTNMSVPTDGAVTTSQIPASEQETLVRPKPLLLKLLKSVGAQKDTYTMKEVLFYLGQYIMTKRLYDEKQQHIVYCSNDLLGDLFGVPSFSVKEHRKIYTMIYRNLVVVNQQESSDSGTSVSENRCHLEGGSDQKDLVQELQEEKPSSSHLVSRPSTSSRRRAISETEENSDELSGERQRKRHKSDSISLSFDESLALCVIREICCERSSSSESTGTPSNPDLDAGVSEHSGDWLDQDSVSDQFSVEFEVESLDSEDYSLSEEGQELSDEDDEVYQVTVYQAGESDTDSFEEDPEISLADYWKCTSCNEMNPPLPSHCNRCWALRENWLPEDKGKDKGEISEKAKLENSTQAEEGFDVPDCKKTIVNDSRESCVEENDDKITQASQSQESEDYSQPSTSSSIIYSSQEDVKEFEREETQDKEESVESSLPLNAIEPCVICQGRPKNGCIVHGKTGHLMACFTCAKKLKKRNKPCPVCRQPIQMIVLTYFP
The depositor's hits bear a star.

SMILES	tim10-1 inh	tim23-1 inh	697 NFkB inh	UPR CHOP act	TIM10 inh	XBP1 UPR activ	Jurkat NFkB inh	Mdm2-MdmX inh
CN(Cc1nc2c(s1)CCCC2)C(=O)CCc1nnc(-c2ccc3c(c2)OCO3)o1	21	15	-20	0.7	15	-1	-10	-13
O=C1NC(=S)S/C1=C\c1coc2ccc(O)cc2c1=O	-12	-18	6	-0.6	2	0	3	-3
O=C(O)CCC(=O)NNC(=O)c1cccs1	14	14	4	-0.2	7	-1	7	11
O=C(c1cc2ccccc2oc1=O)N(Cc1ccco1)CC1CCCO1 (centres undefined)	16	16	27	-1.3	11	-2	-9	10
CCN(CC)C(=O)C1CCCN(C(=O)CCn2nnnc2CN2CCOCC2)C1 (centres undefined)	-8	-6	13	2.0	0	-5	-13	33
COC(=O)C1CCN(C(=O)COC(=O)C2CCN(S(=O)(=O)c3ccc(C)c(C)c3)CC2)CC1	-16	-6	1	-1.0	-4	-1	-17	7
Cc1cc2cc(CNC(=O)Cc3ccc([N+](=O)[O-])cc3)ccc2n1C	-3	3	16	-1.6	5	0	2	-23
Cc1cc(C)c(S(=O)(=O)/N=C2\C=C(NS(=O)(=O)c3ccccc3)C(=O)c3ccccc32)c(C)c1	28	29	6	5.3	18	-4	4	36
O=C(Oc1ccc(Br)cc1)c1n[nH]c(=O)c2ccccc12	-24	-13	9	2.1	10	-2	10	2
COC(=O)Cc1c(C)c2ccc(O)c(CNCc3ccc(OC)c(OC)c3)c2oc1=O	-1	12	-25	0.7	7	1	8	-28
COC(=O)c1ccccc1NCCO	-18	13	12	1.8	4	-2	-15	-17
O=C(Oc1ccc(Br)cc1C(=O)/C=C/c1ccccc1F)c1ccco1	41*	60*	-15	0.4	70*	20	13	23
O=C(O)/C=C/c1cn(-c2ccccc2)nc1-c1cccs1	4	8	20	2.2	13	-2	2	2
O=C(Cn1cccc1C(=O)c1ccccc1)NCc1cccnc1	8	5	-10	-2.8	-8	1	5	-23
Cc1cccc(C)c1NC(=O)C(NC=O)c1ccc(N(C)C)cc1 (centres undefined)	1	8	-2	0.6	12	0	17	19
COc1cc(OC)cc(C(=O)OCc2cc3ccccc3[nH]c2=O)c1	4	-10	10	0.1	-12	5	-2	11
O=C(N/N=C/c1ccc(Br)cc1)c1cc[n+]([O-])cc1	-3	-1	3	2.2	0	-1	14	10
CC(C)(C)c1ccc(C(=O)NC2CCN(Cc3ccccc3)CC2)cc1	-26	11	-4	-1.5	-27	0	-5	-7
CC12CCC(C(=O)N3CCN(c4ccccc4)CC3)(CC1=O)C2(C)C (centres undefined)	9	-1	16	0.0	-2	-3	14	-5
Cc1cccc(/C=C2/SC(=O)N(Cc3ccccc3)C2=O)n1	14	-2	9	4.0	7	0	-9	-21
CCOc1ccc(-n2c(SCC(=O)Nc3nccs3)nnc2-c2ccoc2C)cc1	10	14	21	2.8	5	2	14	16
Fc1cccc2sc(Nc3nc4cc5c(cc4s3)OCO5)nc12	23	28	-166	4.1	21	2	-143	-258
Cc1ccccc1CSc1nn2c(=O)c(C)nnc2s1	21	19	12	0.2	5	-2	10	-12
CCN(C(=O)/C=C/c1ccc2c(c1)OCO2)c1ccccc1	13	25	10	1.3	-12	1	-9	13
Cc1cc(C(=O)NC(C)c2ccccc2)c2cc(F)ccc2n1 (centres undefined)	17	6	12	1.5	7	-1	9	-3
CC(NC(=O)Nc1ccc(Cl)cc1)C(c1cccs1)N1CCOCC1 (centres undefined)	36	25	3	-0.9	15	-1	2	24
O=C(CCSc1ccccc1)Nc1ccc(OCc2ccccc2)cc1	1	-11	-18	-0.4	-10	4	-5	21
CC(Nc1nc(N2CCNCC2)nc2ccccc12)c1ccccc1 (centres undefined)	-4	-4	-2	0.8	-12	-2	-13	30
COc1cc(CC(=O)NCC2CCCCC2)cc(OC)c1OC	18	12	-12	0.8	-1	1	-21	-27
CC(=O)Nc1ccc(C=NNC(=O)c2ccc(NS(=O)(=O)c3cccs3)cc2)cc1	-5	2	-7	0.6	8	-3	0	-5
CCNc1nc(NCC)n2c(SC(C(=O)Nc3cc(Cl)cc(Cl)c3)c3ccccc3)nnc2n1 (centres undefined)	23	8	-28	15	-4	90*	5	95*
COc1ccc(NC(=O)C2CCC(N3C(=O)C4CCCCC4C3=O)CC2)cc1 (centres undefined)	15	24	2	0.2	17	1	-4	25
CCN1CCN(CCCCOc2ccccc2F)CC1	3	7	-31	1.0	-4	1	-23	-42
COC(=O)c1ccccc1NC(=S)N(Cc1ccc2c(c1)OCO2)Cc1cc2cc(C)ccc2[nH]c1=O	14	21	5	1.1	10	3	10	27
[O-]/[N+](=C\c1ccccc1)[C@@H]1CCCC[C@@H]1/[N+]([O-])=C/c1ccccc1	16	22	17	1.3	11	-4	-15	24
COc1ccc(N2CCN(C(=O)CSc3nnc(NC(=O)C4CC4)s3)CC2)cc1	11	12	3	-0.5	-10	-3	-16	-2
Cc1ccc(Nc2nc(N)c(C#N)c(CC#N)c2C#N)cc1	9	7	-6	0.9	3	7	-52	21
Cc1ccc2nc(-c3ccccc3)c(CC(=O)O)c(C(=O)O)c2c1	-2	4	-4	-1.2	11	-2	9	18
O=C(/C=C\c1ccc(-c2cccc([N+](=O)[O-])c2)o1)N1CCOCC1	16	5	-23	2.1	10	-1	-35	-25
CCC1(c2ccccc2)NC(=O)N(CC(=O)Nc2ccccc2N2CCCC2)C1=O (centres undefined)	-6	-15	-20	0.4	-1	-3	-2	0
COC(=O)C1=C(C)N(Cc2ccccc2)C(=NCc2cccc(C(F)(F)F)c2)N[C@H]1c1cccc(C(F)(F)F)c1	19	45	9	35	4	-7	3	100*
COc1cc(C2=NOC(C(=O)NCc3ccco3)C2)cc(OC)c1OC (centres undefined)	9	23	-9	0.6	2	2	66*	64*
Nc1[nH]nc2c1NN(c1ccc(Cl)cc1Cl)N2	16	44	-24	1.7	25	-3	-29	-19
CN(C)CCN(C(=O)CN1C(=O)c2ccccc2C1=O)c1nc2cc3c(cc2s1)OCCO3	-13	-14	-19	-0.4	-6	5	-67	-10
Nc1[nH][nH]c(=O)c1N=Nc1ccc2c(c1)OCO2	3	6	-23	4.1	5	0	-21	-15
COc1cc(NC(=O)c2sc3ncn(CC(=O)N4CCCCC4)c(=O)c3c2C)cc(OC)c1OC	1	2	-2	0.1	4	-4	-2	7
COc1cccc(NC(=O)CNc2cc(S(=O)(=O)N3CCOCC3)ccc2N2CCCC2)c1	4	15	-23	-3.9	10	0	-9	3
Cn1c(=S)oc2ccccc21	2	3	11	1.5	4	-1	6	18
CN1CCCCC1CCN1c2ccccc2Sc2ccc(S(C)=O)cc21 (centres undefined)	-1	-9	12	-0.5	-8	-1	-12	24
Cc1cc(NC(=O)CN2C(=O)C3CC=CCC3C2=O)no1 (centres undefined)	14	9	3	-0.3	-7	0	-13	6
COc1cc(/C=C/c2ccc3cccc(O)c3n2)cc(Cl)c1OC	39	18	-324	19	10	66*	31	100*
CC1CCN(C(=O)c2ccc(S(=O)(=O)Cc3ccccc3F)c([N+](=O)[O-])c2)CC1	24	20	34	-2.9	10	0	14	35
O=C(N/N=C\c1ccc(Cl)cc1)C1=NOC2COC3(CCN(c4ccc([N+](=O)[O-])cc4)CC3)OCC12 (centres undefined)	22	19	0	5.2	21	4	25	1
O=C(CN1C(=O)NC2(CCc3ccccc32)C1=O)Nc1ccccc1OC(F)F (centres undefined)	-2	-1	11	-0.6	4	-3	2	10
O=C(CSc1nc2ccc(Nc3nc(N4CCCC4)nc(N4CCCC4)n3)cc2s1)NCc1ccco1	16	25	-3	3.0	5	1	-12	41
COc1ccc(C)cc1Cn1nnc2ccccc21	16	2	10	-1.5	-9	0	28	15
O=C(CNCc1ccncc1)Nc1cc(S(=O)(=O)N2CCCCC2)ccc1Cl	3	15	8	-1.1	10	1	16	32
COCCNC(=S)N/N=C/c1c(C)[nH]c2ccccc12	16	14	13	0.9	-5	-2	1	25
Cc1ccccc1OCc1nnc(SCC(=O)Nc2ccc(N3CCOCC3)c(Cl)c2)n1C	15	8	-7	-0.5	3	4	-2	26
C=CCn1c(SCC(=O)Nc2cc(NC(C)=O)ccc2OC)nnc1-c1ccccn1	18	-2	20	-2.1	5	1	7	25
COc1ccc(N(C(=O)/C=C/c2ccc(OC)c(OC)c2)C2=CC3CCC(C2)N3C)cc1 (centres undefined)	-6	3	-33	-1.4	12	-1	0	13
Cc1cccc(C)c1NC(=O)C1CCCNC1 (centres undefined)	-10	-2	31	-0.8	1	-3	-1	13

Six of the entries above in order of the Mdm2-MdmX inh value, largest number first:
Molecule	tim10-1 inh	697 NFkB inh	XBP1 UPR activ	Jurkat NFkB inh	Mdm2-MdmX inh
O=C(CSc1nc2ccc(Nc3nc(N4CCCC4)nc(N4CCCC4)n3)cc2s1)NCc1ccco1	16	-3	1	-12	41
O=C(CNCc1ccncc1)Nc1cc(S(=O)(=O)N2CCCCC2)ccc1Cl	3	8	1	16	32
CN1CCCCC1CCN1c2ccccc2Sc2ccc(S(C)=O)cc21 (centres undefined)	-1	12	-1	-12	24
COc1ccc(N(C(=O)/C=C/c2ccc(OC)c(OC)c2)C2=CC3CCC(C2)N3C)cc1 (centres undefined)	-6	-33	-1	0	13
COc1cc(NC(=O)c2sc3ncn(CC(=O)N4CCCCC4)c(=O)c3c2C)cc(OC)c1OC	1	-2	-4	-2	7
Nc1[nH][nH]c(=O)c1N=Nc1ccc2c(c1)OCO2	3	-23	0	-21	-15

2 compounds from above, reduced to Jurkat NFkB inh, XBP1 UPR activ and 697 NFkB inh.
structure | Jurkat NFkB inh | XBP1 UPR activ | 697 NFkB inh
COc1cc(C2=NOC(C(=O)NCc3ccco3)C2)cc(OC)c1OC (centres undefined) | 66* | 2 | -9
Nc1[nH]nc2c1NN(c1ccc(Cl)cc1Cl)N2 | -29 | -3 | -24

Looked up above.
tim10-1 inh, COc1cc(OC)cc(C(=O)OCc2cc3ccccc3[nH]c2=O)c1 → 4
XBP1 UPR activ, O=C(O)/C=C/c1cn(-c2ccccc2)nc1-c1cccs1 → -2
UPR CHOP act, Cc1ccccc1CSc1nn2c(=O)c(C)nnc2s1 → 0.2
TIM10 inh, CC(C)(C)c1ccc(C(=O)NC2CCN(Cc3ccccc3)CC2)cc1 → -27
697 NFkB inh, Nc1[nH][nH]c(=O)c1N=Nc1ccc2c(c1)OCO2 → -23

This is a random part of the collection. About 6.6% of those tested had a hit in this group.
